MKP-3 inhibition = MKP-3 phosphatase inhibitors, primary screen, biochemical, rat enzyme, in vitro (AID 425). Dual specificity protein phosphatase 6 (Rattus norvegicus). recombinant MKP-3 phosphatase activity, fluorescence; higher % means a stronger effect. inhibition, % at 20 µM, or IC50 in µM where a hit was titrated. 110,000 tested, 0.17% active; in the data active = inhibition above about 50%;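 note: plate controls were vehicle for no effect and reference inhibitor for full effect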
Hsp70 inhibitors = Hsp70 inhibitors, probe displacement, primary screen, biochemical, fluorescence polarization (AID 583). Hsp70 fluorescence polarization probe displacement, mP; higher % means a stronger effect. displacement, % at 20 µM; hits with a dose series show IC50 in µM. 140,000 tested, 0.06% active. Heat shock 70 kDa protein 1A (Homo sapiens); in the data active = displacement above about 50%;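 note: plate controls were vehicle for no effect and reference ligand for full effect; a part of the inactive calls stands beside numbers as strong as those of hits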
Active calls of the source: *; · = no result given; & = joins results of further samples.

Value order – MKP-3 inhibition | Hsp70 inhibitors
> CCOC(=O)Cc1csc(NC(=O)COc2ccc3ccccc3c2)n1
  · | -4.1%
> Cc1ccc(S(=O)(=O)NCCC(=O)O)cc1
  · | -4.2%
> CCOc1ccc(C(C)=O)cc1N1C(=O)C2C3C=CC(C3)C2C1=O (centres undefined)
  11% | ·
> O=C(CSc1nnc(-c2cccc(Cl)c2)n1-c1ccccc1)NCc1ccccc1
  3% | 1.4%
> CCOC(=O)c1c(-c2ccc(OC)cc2)csc1NC(=O)c1cccc([N+](=O)[O-])c1
  -1% | 0.3%
> CC(C)(C)NC(=O)c1ccc(N2C(=O)c3ccc([N+](=O)[O-])cc3C2=O)cc1
  0% | -5.6%
> O=CN1CCN(C2CC(=O)N(c3ccc(Br)cc3)C2=O)CC1 (centres undefined)
  -1% | 1.5%
> COc1cccc(C(=O)CSc2nnc(CNS(=O)(=O)c3ccc(C)cc3)n2C)c1
  10% | 4.2%
> CCOc1cc(CN2CCN(C(=O)CC(C)C)CC2)ccc1OC
  -10% | 1.7%
> c1ccc(CCNc2c3c(nc4ncnn24)CCC3)cc1
  -14% | 0.5%
> Cc1nc(NC(=O)c2ccccc2)sc1-c1csc(NCCc2ccccc2)n1
  · | -9.1%
> Cc1ccc(CN(CC(=O)NC2CCCC2)C(=O)CSc2nnc(COc3ccccc3)o2)cc1
  · | 0.9%
> CC(C)CC(=O)Nc1ccc(C(=O)COc2ccc(-c3nnco3)cc2)cc1
  -11% | -1.3%
> COc1cc(NC(=O)CSc2nnc(C)s2)cc(OC)c1OC
  -16% | 1.5%
> O=S(=O)(Nc1ccc2c(c1)OCO2)c1ccc(Br)s1
  7% | -0.8%
> Cc1cc(C)n(C(=O)c2ccc(NC(=O)CC(C)C)cc2)n1
  -15% | ·
> Cc1ccc(S(=O)(=O)NC(=O)c2cc(C)n(CCCN3CCOCC3)c2C)cc1
  3% | ·
> COc1cc(-c2nc(S(=O)(=O)c3ccc(Cl)cc3)c(N(C)C)o2)cc(OC)c1OC
  · | -2.3%
> Cc1cc(NC(=O)CSc2ccc3nnc(-c4ccc(Cl)cc4)n3n2)no1
  6% | 0.9%
> O=C(COc1cccc(Cl)c1)NCCc1nc2ccccc2[nH]1
  2% | 0.2%

Single records, as listed above. Values in the order: MKP-3 inhibition, Hsp70 inhibitors
Cc1ccc(S(=O)(=O)NCCC(=O)O)cc1 in the list: ·, -4.2%
CC(C)CC(=O)Nc1ccc(C(=O)COc2ccc(-c3nnco3)cc2)cc1 in the list: -11%, -1.3%
Cc1ccc(CN(CC(=O)NC2CCCC2)C(=O)CSc2nnc(COc3ccccc3)o2)cc1 in the list: ·, 0.9%
CCOc1ccc(C(C)=O)cc1N1C(=O)C2C3C=CC(C3)C2C1=O (centres undefined) in the list: 11%, ·
CC(C)(C)NC(=O)c1ccc(N2C(=O)c3ccc([N+](=O)[O-])cc3C2=O)cc1 in the list: 0%, -5.6%

Additional compounds
Value order – MKP-3 inhibition | Hsp70 inhibitors
> Cc1cccc(NC(=O)N[C@@H](C)C(=O)O)c1
  · | 4.8%
> CCNC(=O)C(=O)Nc1ccc(Cl)c(Cl)c1
  1% | 1.4%
> CCOC(=O)CN(C(=O)CSc1nnc(CNc2ccc(F)cc2)o1)c1ccccc1
  -2% | -0.5%
> O=C(O)C1CC(=O)N(c2ccc(Br)cc2)C1 (centres undefined)
  -10% | 4.2%
> O=C(NCCNc1ccc(Cl)cc1[N+](=O)[O-])c1ccccc1Br
  -3% | 0.8%
> CCCCOc1ccc(C(=O)NCc2ccncc2)cc1
  · | -0.8%
> CCOc1nc(CC)nc(NC(=O)NS(=O)(=O)c2ccccc2Cl)n1
  -14% | 3.5%
> CCCCOC(=O)Nc1nnc(-c2ccco2)s1
  1% | -0.1%
> Cc1ccc(-c2cc(C(F)(F)F)n3ncc(C(=O)N4CCN(Cc5ccccc5)CC4)c3n2)cc1
  4% | -3.6%
> CCOc1ccccc1NC(=O)CSc1ccccc1
  1% | ·
> c1ccc(CC2CCN(c3nc(N4CCOCC4)nc(N4CCOCC4)n3)CC2)cc1
  -10% | -0.6%
> N#Cc1ccc(N2CCN(C(=O)c3cccc(F)c3)CC2)c(F)c1
  1% | ·
> Cc1ccnc(SCCn2c(N3CCN(c4ccccc4)CC3)nc3c2c(=O)[nH]c(=O)n3C)n1
  -4% | 1.5%
> CCn1c(C(=O)NCCCN2CCc3ccccc3C2)cc2sccc21
  9% | 3.1%
> CCc1nc2ccccc2n1CC(C)C(=O)O (centres undefined)
  · | -0.3%
> CCn1c(CSc2nc3ccccc3s2)nc2ccccc21
  1% | ·
> O=C(CCc1ccc(S(=O)(=O)N2CCOCC2)cc1)N1CCN(Cc2ccc3c(c2)OCO3)CC1
  · | 0.2%
> COc1ccc(NC(=S)NC(NC(=O)Cc2ccccc2)C(Cl)(Cl)Cl)cc1OC (centres undefined)
  -2% | 2.2%
> Nc1cc(C2CCCC2)nn1-c1ccccc1
  -2% | 3.0%
> COC(=O)c1nnn(-c2nonc2N)c1CN1CCc2ccccc21
  0% | 8.4%

Carrying on:
Value order – MKP-3 inhibition | Hsp70 inhibitors
> COc1cccc(C2c3c(oc4ccccc4c3=O)C(=O)N2CCCN2CCOCC2)c1 (centres undefined)
  8% | 0.2%
> O=C(CSc1ncccn1)N1CCN(C(c2ccccc2)c2ccccc2)CC1
  · | 0.6%
> O=C(c1cccc(F)c1)N1CCN(C(=O)c2nn3cccnc3c2Cl)CC1
  -9% | 2.2%
> COC(=O)c1oc2ccccc2c1-n1cccc1
  · | 0.8%
> CC(=O)Nc1ccc(NC(=O)c2ccc(C(F)(F)F)cc2)cc1
  -1% | -1.7%
> O=S(=O)(CCSc1ccc(Cl)cc1)OCC(F)(F)F
  3% | -2.5%
> COC(=O)C1=C(N)Oc2cc(C)n(CC3CCCO3)c(=O)c2C1c1ccccc1OC (centres undefined)
  -9% | 4.4%
> Cc1nnc2n(C3CCCCC3)c(=O)c3c4c(sc3n12)CCC4
  -15% | -5.8%
> O=S(=O)(Nc1cccc(C(F)(F)F)c1)c1ccc2ccccc2c1
  3% | -6.1%
> Cc1nc2c(c3c1[nH]c1ccccc13)/C(=N\O)CC(C)(C)C2
  -1% | -1.7%
> O=C(c1ccc(C#CC2(O)CCCCC2)cc1)N1CCN(c2ccc(F)cc2)CC1
  3% | 1.6%
> O=[n+]1c2c(n([O-])c3cc(F)c(N4CCCC4)cc31)CCC2
  2% | 34%
> O=S(=O)(NC1CCCCC1)c1ccc(Br)cc1
  -3%&3% | 1.7%&-0.5%
> COC(=O)CN(c1ccc(OC)cc1)S(=O)(=O)c1ccc(NC(C)=O)cc1
  -2% | 1.2%
> CC(=O)Nc1ccc(S(=O)(=O)Nc2nc3ccc(C)cc3s2)cc1
  · | 0.1%
> COc1ccc2nc(SCC(=O)Nc3ccc(Cl)c(Cl)c3)[nH]c2c1
  5% | 0.4%
> COCc1[nH]nc2c1C(c1ccccc1OC)C(C#N)=C(N)O2 (centres undefined)
  1% | -1.0%
> CCCc1ccc(-c2ccc(F)c(N)c2)nc1
  -2% | 1.8%
> CC1CCCCN1CCNc1nc(=S)[nH]c2ccccc12 (centres undefined)
  6% | 1.8%
> CCN1CCc2c(C#N)c(NCc3ccccc3)nc(N(CC)CC)c2C1
  1% | 1.2%

The list goes on (4 carried over from the part before).
SMILES	MKP-3 inhibition	Hsp70 inhibitors
COCc1[nH]nc2c1C(c1ccccc1OC)C(C#N)=C(N)O2 (centres undefined)	1%	-1.0%
CCCc1ccc(-c2ccc(F)c(N)c2)nc1	-2%	1.8%
CC1CCCCN1CCNc1nc(=S)[nH]c2ccccc12 (centres undefined)	6%	1.8%
CCN1CCc2c(C#N)c(NCc3ccccc3)nc(N(CC)CC)c2C1	1%	1.2%
CC(O)[C@H](NC(=O)C1(c2ccccc2)CCN(C(=O)OC(C)(C)C)CC1)C(=O)O (some centres undefined)	1%	1.4%
CC(C)N1C(=S)SC(C)(C)C1n1oc(=O)n(-c2ccc(Cl)c(Cl)c2)c1=O (centres undefined)	·	4.9%
COc1ccc(N(CC(=O)NC2CCCCC2)C(=O)CNC(=O)c2ccco2)c(OC)c1	·	7.2%
COc1ccc(C)cc1S(=O)(=O)N(CC(=O)O)c1ccccc1	-1%	-3.1%
OCc1nn2c(c1Br)NC(c1ccccc1)CC2C(F)(F)F (centres undefined)	-12%	6.4%
CCn1c(SCC(=O)NCc2ccc(C)cc2)nnc1-c1ccncc1	-5%	-4.0%
CC(=O)Nc1ccc(NC(=O)Oc2ccccc2)cc1	-1%	0.6%
Cc1cc(Br)c(S(=O)(=O)NCCN2CCOCC2)cc1C	1%	2.2%
CCOP(=O)(c1ccccc1)C1(O)CCCCC1 (centres undefined)	·	1.1%
CCOc1ccc2nc(NCCNC(=O)CC)c(C#N)cc2c1	-1%	5.8%
O=[N+]([O-])c1cc2c(cc1/C=N/Nc1nc3nonc3nc1Nc1ccc(F)cc1)OCO2	1%	5.0%
Cc1ccccc1NS(=O)(=O)c1ccc(NC(=O)c2ccc(C(F)(F)F)cc2)cc1	0%	3.7%

Going on with the list:
SMILES	MKP-3 inhibition	Hsp70 inhibitors
Cn1c2ccccc2c2c(C(=O)O)cn(C3CCCC3)c(=O)c21	-8%	9.0%
CSc1nc(C)cc(Oc2ccc(=O)n(C)n2)n1	0%	-4.8%
CCOC(=O)c1c(C)n(C)c2ccc(OC)c(NS(=O)(=O)c3ccc(Cl)s3)c12	-5%	·
Cc1ccc(/C=c2\sc3nc(-c4ccco4)nn3c2=O)o1	6%	9.5%
O=c1c2ccccc2sn1-c1cc(S(=O)(=O)N2CCOCC2)ccc1N1CCOCC1	-3%	-3.9%
CN(C)C(CNC(=O)C1CCCN(C(=O)c2ccc(Cl)cc2)C1)c1ccco1 (centres undefined)	-7%	-4.8%
Nc1ccc2nc(Sc3nc4ccc([N+](=O)[O-])cc4s3)sc2c1	2%	2.3%
CC(c1ccccc1)N1CC(C(=O)NC2CCCC2)CC1=O (centres undefined)	2%	-3.6%
COc1ccc(N(CC(=O)NCCSc2ccccn2)S(=O)(=O)c2ccccc2)c(OC)c1	-5%	0.3%
CCCCNC(=O)C1COc2ccccc2O1 (centres undefined)	-9%	-1.9%
COc1cccc(/C=N/NC(=O)CO/N=C(\C)c2cccs2)c1OC	·	0.7%
COc1ccc(N(CC(=O)NCCSCc2c(F)cccc2Cl)S(C)(=O)=O)cc1OC	·	-1.8%

3 entries from above, arranged by molecular weight, highest first.
SMILES	MKP-3 inhibition	Hsp70 inhibitors
COc1cccc(C2c3c(oc4ccccc4c3=O)C(=O)N2CCCN2CCOCC2)c1 (centres undefined)	8%	0.2%
CCn1c(SCC(=O)NCc2ccc(C)cc2)nnc1-c1ccncc1	-5%	-4.0%
CC(=O)Nc1ccc(S(=O)(=O)Nc2nc3ccc(C)cc3s2)cc1	·	0.1%

Later entries
SMILES	MKP-3 inhibition	Hsp70 inhibitors
CCCCOc1cccc(C(=O)Nc2ccc(C)cc2[N+](=O)[O-])c1	-2%	-4.5%
O=C(O)C1CCCCC1C(=O)Nc1cc(Cl)ccc1Cl (centres undefined)	·	-5.8%
C=CCn1c(NC(=O)c2ccc(Cl)cc2)nc2ccccc21	-4%	-0.1%
Cc1cc(C(C)(C)C)oc1C(=O)Nc1ccc(CC(=O)O)cc1	-4%	0.2%
Cc1ccc(-c2nnc3sc(-c4ccncc4)nn23)cc1	-7%	13%
COc1cc(S(=O)(=O)n2nnc3ccccc32)c(OC)cc1Cl	-3%	-17%
Cc1cc(C)nc(SCC(=O)Nc2ccc(Cl)c(Cl)c2)n1	2%	2.6%
CCOC(=O)c1nc2cc3n(c(CC(C)C)c-2c1C)CC(C)=C3C	·	-0.8%
O=C1c2ccccc2-c2c1cccc2C(=O)N1CCCCC1	·	4.2%
O=C(N/N=C/c1cccc([N+](=O)[O-])c1O)/C(=C\c1ccc2c(c1)OCO2)NC(=O)c1ccccc1	0%	-1.8%
CN(Cc1ccccc1)C(NC(=O)c1ccccc1[N+](=O)[O-])C(Cl)(Cl)Cl (centres undefined)	1%	-2.2%
Oc1ccc(Br)cc1/C=N/Nc1ncc(Br)cn1	1%	-3.7%

Additional results
SMILES	MKP-3 inhibition	Hsp70 inhibitors
Cc1cc(=O)oc2cc(OCC(=O)c3ccccc3)cc(OCC(=O)c3ccccc3)c12	5%	2.3%
CC(C)(C)c1[nH]nc2c1C(Cc1ccccc1)C(C#N)=C(N)O2 (centres undefined)	2%	4.2%
CCN(CC)C(=O)C(C)N(C#N)c1nc(NC(C)C)nc(NC(C)C)n1 (centres undefined)	-7%	-4.2%
COc1ccc(N=Cc2cccc(C)c2O)cc1Cl	0%	0.1%
COc1ccc(-n2cnc3cc(NC(C)=O)ccc32)cc1	3%	-3.3%
Cc1ccc(S(=O)(=O)NC2=NCN(CCN3CCOCC3)CN2)cc1	1%	-1.9%
CCCC1C2CN(C(C)C)CC=C2C(C#N)=C(N)C1(C#N)C#N (centres undefined)	-5%	68%
COc1cccc(CN(C(=O)c2ccco2)C(C(=O)NC2CCCC2)c2cccnc2)c1 (centres undefined)	-16%	2.7%
CC(=O)Nc1ccc(S(=O)(=O)Nc2cccc(C(=O)Nc3nccs3)c2)cc1	2%	0.2%
CSc1ccccc1NC(=O)c1cc(-c2cccs2)on1	-6%	-0.1%
Cc1noc(C)c1S(=O)(=O)N1CCC(C(=O)NCCN2CCC(C)CC2)CC1	-4%	·
CC1CC(C(O)c2ccccn2)C(=O)C(C(O)c2ccccn2)C1 (centres undefined)	-2%	-5.4%
O=C(CCSCCC(=O)NCc1ccccc1)NCc1ccccc1	·	2.7%
CCOC(=O)C1CCN(C(=O)CC(NS(=O)(=O)c2ccc(OC)cc2)C(C)C)CC1 (centres undefined)	-2%	-4.6%
COC(=O)c1sc2nc(-c3ccccc3)nc(N)c2c1C	1%	2.1%

Screening results (PubChem BioAssay)

These rows are one share of the data (hit frequency here may not be typical).
